SIAE inh = human SIAE inhibitors, primary screen, biochemical, fluorescence polarization, FP-Rh probe, 1536-well HTS. Sialate O-acetylesterase (Homo sapiens), Q9HAT2. 0.69% of 370,000 active. inhibition, % at 9.66 µM. AID 1053197, 2014. SIAE FP-Rh probe binding;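 active = inhibition above a cutoff: mean of compounds within the control limits plus 3 SD of those, cut at about 17% in these data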;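 also: 0% = plate median of compound wells and 100% = probe without SIAE protein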
Target sequence (Q9HAT2 whole entry, looked up): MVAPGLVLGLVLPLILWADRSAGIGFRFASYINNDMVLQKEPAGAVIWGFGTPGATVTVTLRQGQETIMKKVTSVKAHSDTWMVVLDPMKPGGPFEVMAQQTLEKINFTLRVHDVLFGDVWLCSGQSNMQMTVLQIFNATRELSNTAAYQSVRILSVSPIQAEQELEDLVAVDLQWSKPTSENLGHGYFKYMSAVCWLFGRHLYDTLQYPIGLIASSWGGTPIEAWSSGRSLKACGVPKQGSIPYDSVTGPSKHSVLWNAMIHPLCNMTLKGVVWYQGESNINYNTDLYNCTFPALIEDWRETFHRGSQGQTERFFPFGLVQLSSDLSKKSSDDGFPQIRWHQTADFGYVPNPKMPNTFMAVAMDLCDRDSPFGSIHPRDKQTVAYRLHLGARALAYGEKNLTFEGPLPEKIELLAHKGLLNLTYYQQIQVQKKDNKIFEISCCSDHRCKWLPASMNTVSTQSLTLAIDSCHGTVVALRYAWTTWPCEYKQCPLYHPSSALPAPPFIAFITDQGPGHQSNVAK
UHRF1 binding = UHRF1 methylated DNA binding inhibitors, primary screen, counter-screen for MBD2 inhibitor project, biochemical, TR-FRET, human UHRF1, single concentration | E3 ubiquitin-protein ligase UHRF1 (Homo sapiens), Q96T88 | UHRF1 binding to methylated oligo | inhibition, % at 4.4 µM | 0.75% of 370,000 active | AID 687016, 2013; in the data active = inhibition above about 21%;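 also: UHRF1 SRA domain binding a hemimethylated CpG hairpin DNA probe; 0% = median of test compound wells and 100% = reference inhibitor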
TDP2 inh = human TDP2 enzyme inhibitors, primary screen, biochemical, epi absorbance, recombinant enzyme. AID 720702, 2013. inhibition, % at 12.8 µM. 0.34% of 370,000 active. T5PNP hydrolysis, p-nitrophenol absorbance 415 nm;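 active = inhibition above the mean of all tested compounds plus 3 SD, set per campaign, cut at about 25% in these data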;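 also: 0% = DMSO with enzyme and 100% = buffer with substrate but no TDP2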
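Assay system: recombinant human TDP2 / Reagent: T5PNP substrate at 5 mM, a TopII-DNA adduct mimic / Measured by: epi absorbance from released p-nitrophenol / Evaluation: % inhibition relative to enzyme-containing and enzyme-free wells / Control set: enzyme-free and DMSO wells / Replicates: each compound tested once, singlicate / Schedule: enzyme reaction with compound for 2 h at 37 °C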
HTRA1 inhibitor = HTRA1 serine protease inhibitors, primary screen, biochemical, fluorescence polarization, HTS; inhibition, % at 5.96 µM; recombinant HTRA1, FP-rhodamine activity-based probe; Q92743; 0.5% of 340,000 active; in the data active = inhibition above about 36%;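 also: 0% = enzyme with DMSO and 100% = wells lacking enzyme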
Tn7 DDE FP = inhibitors of Tn7 peptide binding to fibrin DD(E), primary screen, biochemical, fluorescence polarization, human fibrin, Tn7 probe | Fibrinogen beta chain (Homo sapiens), P02675 | FP displacement of FITC-Tn7 peptide from fibrin DD(E); 0% = median of compound wells per plate | inhibition, % at 8.3 µM | 0.13% of 370,000 active;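 active = inhibition above the mean of compounds falling within the control limits plus 3 SD of them, cut at about 14% in these data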;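 also: 0% = plate median of compound wells and 100% = 10 µM Aha-Tn7 peptide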
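Assay system: Fibrin-DD(E) protein isolated from polymerized human fibrin clots; read-out basis: percent inhibition; medium: Tris/NaCl/CaCl2 buffer, pH 7.8; signal: FP measurement; incubation: 10 min plus 3 h, room temperature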
LEDGF integ inh = blockers of LEDGF/p75-dependent integrase strand transfer – biochemical, TR-FRET, high throughput, primary screen; inhibition, % at 3.7 µM; 0.64% of 370,000 active; HIV-1 integrase (with human LEDGF/p75); TR-FRET IN-LEDGF/p75 DNA integration, Eu/Cy5;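 active = inhibition above the screen-wide mean plus 3 SD, cut at about 13% in these data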;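 also: signal is the Cy5 over europium emission ratio at 671 and 618 nm; 0% = plate median of compound wells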
TCR-CD3 inh = inhibitors of human TCR-CD3 interaction, primary screen, biochemical, fluorescence, TAMRA-labeled TCR probe; T-cell receptor (TCR); inhibition, % at 9.4 µM; 0.37% of 360,000 active; AID 651800, 2012; in the data active = inhibition above about 19%;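 also: recombinant mutant TCR 2C K166C tagged with TAMRA read by polarization; 0% = receptor in buffer alone and 100% = receptor with positive control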
PRMT1 FP inh = PRMT1 methyltransferase inhibitors, primary screen, biochemical, fluorescence polarization; Protein arginine N-methyltransferase 1 (Homo sapiens), Q99873; recombinant PRMT1, activity-based probe fluorescence polarization; inhibition, % at 2.79 µM; 1.3% of 370,000 active;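 active = inhibition above about 21% made by adding two undisclosed values, limit read from the data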
ABHD4 inh = ABHD4 inhibitors, primary screen, biochemical, fluorescence polarization, mouse; inhibition, % at 8.92 µM; purified mABHD4, FP-Rh probe fluorescence polarization; AID 720543, 2013; 0.54% of 370,000 active;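 active = inhibition exceeding the mean over every tested compound plus 3 SD, cut at about 30% in these data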;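 also: 0% = plate median of compound wells and 100% = S159A mutant with DMSO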
Target sequence (Q8VD66 whole entry, looked up): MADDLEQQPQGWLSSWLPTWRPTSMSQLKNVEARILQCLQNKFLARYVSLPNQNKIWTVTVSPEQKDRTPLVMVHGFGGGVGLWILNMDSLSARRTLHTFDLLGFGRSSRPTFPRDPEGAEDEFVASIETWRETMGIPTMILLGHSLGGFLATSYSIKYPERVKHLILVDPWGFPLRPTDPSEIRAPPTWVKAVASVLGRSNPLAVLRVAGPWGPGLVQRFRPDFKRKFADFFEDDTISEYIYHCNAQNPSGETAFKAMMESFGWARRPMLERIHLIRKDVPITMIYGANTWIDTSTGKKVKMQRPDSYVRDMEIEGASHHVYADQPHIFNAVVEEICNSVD
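Assay system: Wild-type mouse ABHD4 protein | Medium: HEPES pH 7.0 buffer, 150 mM NaCl, 0.01% Pluronic F-127 | Incubation: Enzyme–compound pre-incubation 45 min, then probe 60 min, both 25 °C | Technique: Fluorescence polarization with parallel and perpendicular emission, 525/598 nm | Evaluation: % inhibition of FP-Rh probe binding versus controls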
PG9 Ab binder = binders of HIV-1 gp120 antibody PG9, primary screen, biochemical, TR-FRET. HIV-1 gp120 / PG9 antibody interaction. TR-FRET gp120-PG9 antibody binding. inhibition, % at 6.7 µM. 0.43% of 360,000 active. AID 624416, 2012; in the data active = inhibition above about 8.5%
Numbers without * were called inactive; nt = not tested or not shown.

SMILES	SIAE inh	UHRF1 binding	TDP2 inh	HTRA1 inhibitor	Tn7 DDE FP	LEDGF integ inh	TCR-CD3 inh	PRMT1 FP inh	ABHD4 inh	PG9 Ab binder
COc1cccc(C2CC(C(F)(F)F)n3nc(C(=O)NCc4cccnc4)cc3N2)c1 (stereo not given)	5	-1	-4	-10	-8	4	8	3	-2	-2.0
O=C(CN1CCc2ccccc21)Nc1ccc2c(c1)OCCCO2	3	0	18	-8	6	-1	-4	0	-2	-1.7
CC(C)(C)SCCNC(=O)CN(c1ccc(F)cc1)S(=O)(=O)c1ccccc1	4	5	1	-2	-1	-2	2	-2	2	-1.1
CC(=O)N1CCC(=NNC(=O)c2cc3ccccc3cc2O)CC1	8	3	-8	51*	1	0	17	0	34*	-3.1
Cc1cc(C)n(-c2ccc(C(=O)NCc3ccc(F)cc3)cc2)n1	3	0	7	-2	3	2	2	4	1	2.3
COc1ccc2c(-c3cnc(N4CCOCC4)nc3)c(-c3ccc(S(C)(=O)=O)cc3)sc2c1	4	0	-1	-7	3	1	0	3	-2	-9.6
CCCOP(=O)(c1ccc(N(C)C)cc1)C(O)c1cccnc1 (stereo not given)	8	-1	7	4	-1	-2	0	0	4	-2.6
O=C(O)CCNS(=O)(=O)c1ccccc1	7	0	-2	-3	5	-6	-2	-1	5	-2.2
N/C(Cc1ccc(Cl)cc1)=N\OC(=O)Cc1ccc([N+](=O)[O-])cc1	10	0	-13	-12	0	-3	2	-2	-6	-0.7
CNC(=O)CSc1nc(-c2ccccc2)c(-c2ccccc2)o1	-4	6	8	-6	2	-2	2	1	-1	0.0
O=C1c2ccccc2NC(c2ccc(-c3cccs3)o2)N1O (stereo not given)	-3	-3	-8	4	6	1	5	2	-5	-2.6
COc1cccc(/C=N/NC(=O)C(C)Sc2ccccc2)c1 (stereo not given)	-5	0	-6	0	-8	-4	-1	2	1	-0.9
COC(=O)C1=C(C)Nc2nnnn2C1c1cc(OC)ccc1OC (stereo not given)	4	1	-4	2	4	1	1	-5	0	-0.3
COc1cccc(/C=N/NC(=O)c2cc3c(OC)c(OC)ccc3[nH]2)c1OC	-5	5	-4	-4	-4	-5	-2	1	12	-2.9
Cc1nn(-c2ccccc2)c(C)c1NC(=O)COC(=O)c1ccccc1	3	-1	-5	6	5	1	-4	-1	-2	-1.7
Fc1ccc(-c2nnc3n2CCCCC3)cc1	2	2	0	nt	6	-1	-4	0	1	0.3
O=C(O)C1CCCN1S(=O)(=O)c1ccccc1 (stereo not given)	2	1	3	-1	-8	1	11	0	0	-1.5
CCOC(=O)C1(Cc2ccccc2)CCN(Cc2ccc(C3CCCCO3)s2)CC1 (stereo not given)	-1	1	-10	2	5	0	0	-3	-2	-0.5
Cc1nn(-c2ccccc2)c(N)c1C1(O)C(=O)Nc2ccccc21 (stereo not given)	2	-4	8	3	4	-2	10	-2	-4	-0.1
O=C(COC(=O)c1cccc(S(=O)(=O)N2CCN(c3ccc(F)cc3)CC2)c1)NCC1CCCO1 (stereo not given)	-3	1	11	-2	-3	-3	-3	0	3	-1.3
CCc1cc2cc(C(=O)Nc3ccc(F)cc3)sc2s1	-15	-3	14	-7	-6	1	0	1	-5	46*
O=C1CCC/C(=N/NC(=O)C2CCN(S(=O)(=O)c3cccs3)CC2)C1	1	-1	-15	7	-11	-2	0	0	3	-1.5
CS(=O)(=O)c1nc(S(=O)(=O)c2ccc(Cl)cc2)c(NCCN2CCOCC2)s1	-5	-2	13	3	5	0	8	2	2	-0.7
O=C(O)CCSc1nc2ccccc2s1	8	7	3	2	8	-1	-8	0	2	1.1
O=C(CN1C(=O)c2ccccc2C1=O)NCC(=O)OCC(=O)c1ccc(Br)cc1	-4	0	-8	3	-3	-1	2	0	-10	-3.9
Further records follow.
SMILES	SIAE inh	UHRF1 binding	TDP2 inh	HTRA1 inhibitor	Tn7 DDE FP	LEDGF integ inh	TCR-CD3 inh	PRMT1 FP inh	ABHD4 inh	PG9 Ab binder
CCN(C(=O)C1CCN(c2nc(-c3ccc(OC)cc3)no2)CC1)c1ccccc1	6	1	-2	-10	2	-2	5	3	-3	1.5
O=C(CSc1ncccn1)N/N=C/c1ccccc1[N+](=O)[O-]	-3	1	1	7	5	-6	-10	1	2	-0.5
COc1ccc(NC(=O)CN(C)C(=O)c2cccc(S(=O)(=O)Nc3ccccc3Cl)c2)cc1	7	2	6	1	-8	0	-3	-2	-2	0.3
O=S(=O)(NN=Cc1ccc(O)cc1O)c1cc(Cl)c(Cl)cc1Cl	4	0	13	4	2	-6	-6	6	8	0.1
COc1ccc(C(=O)COC(=O)CNC(=O)c2ccc(Cl)cc2Cl)c(OC)c1	4	0	-4	-12	-2	-1	6	-1	-3	0.5
Cc1ccc(S(=O)(=O)N2CCOCC2)cc1C(=O)OCC(=O)c1ccc(Br)cc1	-5	2	-13	-9	-6	9	-8	-3	-9	-0.8
O=C1CN(C(=O)CSc2nnc(-c3ccccc3)n2Cc2ccc3c(c2)OCO3)c2ccccc2N1	-1	-2	-2	-6	4	-2	4	2	2	0.4
COc1ccc(CN2C[C@]3(C=C(C)Cn4c(=O)n(-c5ccccc5)c(=O)n43)N(C(=O)OCc3ccccc3)C2=NC(=O)c2ccccc2)c(OC)c1	4	4	-9	nt	2	-1	nt	-5	-16	nt
CC1(C)Oc2ccc3ccc(=O)oc3c2-c2cn[nH]c21	9	-2	2	5	9	-3	3	3	5	-0.2
CCN(CC)c1ccc(N=Nc2ncn[nH]2)cc1	-3	-27	0	nt	2	0	-3	-4	-7	-9.0
CSc1ncccc1C(=O)OCC(=O)c1cc(C)n(CC2CCCO2)c1C (stereo not given)	-4	1	14	-7	-1	-6	-4	6	1	-2.2
CO/N=C(\c1nonc1N)N1CCN(c2ccc([N+](=O)[O-])cc2Cl)CC1	4	-2	5	-8	6	3	0	-3	-3	-2.6
COCCSc1nnc(NC(=O)C2CC(=O)N(CCc3ccc(F)cc3)C2)s1 (stereo not given)	12	0	-8	0	0	-4	-5	4	10	1.4
Cc1ccc(N(C(=O)CNC(=O)c2cccs2)C(C(=O)NC2CCCC2)c2ccncc2)cc1 (stereo not given)	3	0	6	4	-4	3	2	-5	0	-2.0
CCN1CCN(Cc2coc3ccc(C)cc3c2=O)CC1	4	0	1	-1	5	3	0	0	0	-0.7
Cc1nc2cccc(C(=O)Oc3ccc([N+](=O)[O-])cc3)c2o1	-6	-1	1	4	4	-1	0	3	8	-0.6
CCOC(=O)C1=C(C)NC(C)=C(C(=O)OCC)C1/C=C/c1ccccc1OC	2	3	9	-18	-3	2	-5	4	1	-0.5
CCOc1ccc(NC(=O)CN(C)C(=O)C2CCN(C(=O)c3ccc(Cl)cc3)CC2)cc1OCC	15	2	-6	13	-5	3	10	1	-5	-1.2
CCc1nnc(NC(=O)Cc2ccc(OC)c(OC)c2)s1	-2	0	10	4	2	1	7	5	-2	0.2
COc1cccc(COCC(O)CN2CCC(C(N)=O)CC2)c1 (stereo not given)	0	-1	0	-4	-1	-3	10	0	5	0.4
COc1ccccc1N1C(=O)CSC1=NC(=O)c1ccccc1	-21	0	5	-8	6	-1	-18	6	-46	-2.1
CC(C)(C)OC(=O)N[C@@H](COCc1ccccc1)C(=O)N[C@@H](CO)[C@H](O)[C@@H]1C[C@@H]1C(=O)N1CCCC1	1	2	-1	3	-4	2	5	-3	2	-0.8
CCOC(=O)c1sc(NC(=O)c2sccc2C)cc1C	-21	3	-12	-40	0	0	5	1	-29	-1.6
COc1cc(F)ccc1Oc1cccc2c1S(=O)(=O)N(C1CC1)C[C@@H](COCc1ccccc1)O2	-3	-2	-3	nt	2	6	2	-6	-13	1.3
COc1cc(C(=O)N/N=C(\C)c2ccccn2)cc(OC)c1OC	3	-3	3	9	3	2	1	3	1	1.5
Continued.
SMILES	SIAE inh	UHRF1 binding	TDP2 inh	HTRA1 inhibitor	Tn7 DDE FP	LEDGF integ inh	TCR-CD3 inh	PRMT1 FP inh	ABHD4 inh	PG9 Ab binder
CCOc1ccc(C(=O)N(CC)CC(=O)Nc2ccc3c(c2)OCCO3)cc1OCC	4	5	-1	11	-2	6	3	-1	4	0.4
CN(C)C(C(=O)Nc1cc(Cl)cc(Cl)c1)c1ccccc1 (stereo not given)	1	-1	-3	-15	-8	5	135*	-1	-10	-0.9
COc1ccc(CN2CCN(C(=O)c3ccc(S(=O)(=O)NCc4ccco4)cc3)CC2)cc1	7	-2	6	-5	-1	-1	-5	0	3	0.7
COc1cc(C=C2C(=O)c3ccccc3C2=O)ccc1O	-2	-6	7	2	2	4	3	0	5	-3.2
Cc1c(O[C@@H]2O[C@H](CO)[C@@H](O)[C@H](O)[C@H]2O)c(CO)c(O[C@@H]2O[C@H](CO)[C@@H](O)[C@H](O)[C@H]2O)c2c1O[C@@H](c1ccccc1)C[C@@H]2O	-9	2	8	-3	-2	3	9	2	1	0.7
CN1C/C(=C/c2ccccc2[N+](=O)[O-])C(=O)/C(=C\c2ccccc2[N+](=O)[O-])C1	7	-4	-5	17	4	-1	0	3	8	-3.2
CCCN(CCC)C(=O)CP(=O)(c1ccccc1)c1ccccc1	0	1	13	-1	0	-2	-1	0	1	0.1
CC(C)(C)OC(=O)C[C@@H]1C/C=C\C[C@H](CC(=O)N(CCO)Cc2ccccc2)C(=O)N[C@H](C(C)(C)C)COC1=O	-3	-2	-11	-1	7	-4	1	1	8	-0.8
COC1(C2=NCCN2)COc2ccccc2O1 (stereo not given)	-2	0	-4	3	-10	5	-8	-4	-2	0.3
C1CC1Cc1noc(CN2CCN(C3C4CC5CC(C4)CC3C5)CC2)n1 (stereo not given)	5	2	3	4	-2	2	7	-1	-10	0.2

Full records, looked up by structure:
Entry for CN(C)C(C(=O)Nc1cc(Cl)cc(Cl)c1)c1ccccc1 (stereo not given) = SIAE inh = 1; UHRF1 binding = -1; TDP2 inh = -3; HTRA1 inhibitor = -15; Tn7 DDE FP = -8; LEDGF integ inh = 5; TCR-CD3 inh = 135*; PRMT1 FP inh = -1; ABHD4 inh = -10; PG9 Ab binder = -0.9
Entry for CCCN(CCC)C(=O)CP(=O)(c1ccccc1)c1ccccc1 = SIAE inh = 0; UHRF1 binding = 1; TDP2 inh = 13; HTRA1 inhibitor = -1; Tn7 DDE FP = 0; LEDGF integ inh = -2; TCR-CD3 inh = -1; PRMT1 FP inh = 0; ABHD4 inh = 1; PG9 Ab binder = 0.1

Assay outcomes as filed in PubChem BioAssay.
